Screening data deposited in PubChem BioAssay by National Center for Advancing Translational Sciences (NCATS).
D2 antag = D2 dopamine receptor (human) antagonism; HEK293 TREx D2 cells, calcium flux, dopamine EC80; inhibition, % at 10 µM; 340,000 tested, 2% active; AID 485344; in the data active = inhibition above about 30%; note: 0% is about no effect
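Tetracycline-induced HEK293 T-REx cells expressing D2 force-coupled to calcium signalling were dye-loaded, exposed to compound for 180 s, then challenged with an EC80 of dopamine; calcium flux was followed kinetically for a further 180 s.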
D2 agonist = D2 dopamine receptor (human) agonism | activation, % at 2 µM | 340,000 tested, 0.53% active | P14416 | HEK293 T-REx D2 cells, calcium flux agonist mode;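 active = activation over 3 SD above normal in the single-dose calcium agonist read, cut at about 30% in these data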; note: 0% is about no effect
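In this primary screen, compounds producing a positive calcium signal within 180 s of addition to tetracycline-induced, force-coupled HEK293 Trex D2 cells are flagged; cells are dye-loaded with a no-wash calcium kit beforehand.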
mIDH1 inhibitor = human IDH1 R132H inhibition; O75874; IDH1-R132H enzyme, NADPH consumption, diaphorase/resazurin fluorescence; Potency, µM (top dose mostly 76.6 µM), for inactives: at the top dose activity change, negative = inhibition, most hits filed as inhibitors; 390,000 tested, 0.093% active; AID 602179; note: potency is the fitted concentration of half-maximal effect; % is set by controls: 0 for no effect and ±100 for the full control effect; nearly all actives have a fitted effect of over 65% in size
Target sequence (O75874 whole entry R132H, stated change not applied): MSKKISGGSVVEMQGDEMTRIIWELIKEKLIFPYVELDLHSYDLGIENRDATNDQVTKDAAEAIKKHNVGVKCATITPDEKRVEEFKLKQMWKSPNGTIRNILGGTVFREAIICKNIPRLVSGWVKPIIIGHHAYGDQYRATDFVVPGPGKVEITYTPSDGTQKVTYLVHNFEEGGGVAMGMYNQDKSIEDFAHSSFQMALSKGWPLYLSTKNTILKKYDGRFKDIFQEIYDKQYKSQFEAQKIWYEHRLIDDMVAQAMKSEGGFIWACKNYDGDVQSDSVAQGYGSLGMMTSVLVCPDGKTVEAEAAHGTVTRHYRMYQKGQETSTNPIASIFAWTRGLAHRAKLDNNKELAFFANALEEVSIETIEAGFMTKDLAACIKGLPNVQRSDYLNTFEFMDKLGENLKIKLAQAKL
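IDH1-R132H (0.5 ug/mL dispensed) in pH 7.5 Tris buffer was preincubated 30 min with compound, then given a substrate mix of 0.016 mM NADPH and 2 mM alpha-KG for 80 min at room temperature; remaining NADPH was read by diaphorase/resazurin fluorescence.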
TRHR enhancer = TRH receptor (human) allosteric enhancement; P34981; TRHR cells, fluo-8 calcium fluorescence, EC20 TRH enhancement; enhancement, % at 2 µM; 360,000 tested, 0.66% active; AID 493056; in the data active = enhancement above about 30%; note: 0% is about no effect
Target sequence (P34981 whole entry, looked up): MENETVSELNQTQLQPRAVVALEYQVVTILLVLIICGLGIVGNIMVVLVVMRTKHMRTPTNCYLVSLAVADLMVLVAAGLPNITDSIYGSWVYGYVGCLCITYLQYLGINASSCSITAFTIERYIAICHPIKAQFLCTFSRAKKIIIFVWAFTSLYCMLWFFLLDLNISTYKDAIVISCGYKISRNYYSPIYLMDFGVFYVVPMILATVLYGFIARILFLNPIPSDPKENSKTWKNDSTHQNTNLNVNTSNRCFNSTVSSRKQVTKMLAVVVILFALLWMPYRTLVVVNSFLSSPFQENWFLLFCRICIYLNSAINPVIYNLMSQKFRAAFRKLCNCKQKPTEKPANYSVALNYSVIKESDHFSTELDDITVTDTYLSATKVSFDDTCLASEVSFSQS
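Enhancer read-out: after compound pinning and an initial kinetic agonist-mode read, an EC20 of TRH (10 nM final) was injected and fluo-8 calcium signal (Ex 480/Em 530) followed at 1 s/cycle for 100 cycles in TRHR-expressing cells.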
Pin1 inhibitor = human Pin1 inhibition; Pin1 FP peptide displacement, HiFluor488, 10 min; Q13526; 390,000 tested, 0.009% active; Potency, µM (highest dose often 115 µM), for inactives: at the highest dose activity, negative = inhibition, most hits filed as inhibitors; AID 504891; active = well fitted inhibition curve with a large enough effect in the polarisation, with a control signal flat, not every such curve was filed as active; inconclusive = small, poorly fitted or top-dose-only effect, or effect the other way, or a change in a side signal; inactive = no such curve, though single readings can be large or run the other way; the % refers to the polarisation; note: potency is the fitted concentration of half-maximal effect; % is set by controls: 0 for no effect and ±100 for the full control effect
Target sequence (Q13526 whole entry, looked up): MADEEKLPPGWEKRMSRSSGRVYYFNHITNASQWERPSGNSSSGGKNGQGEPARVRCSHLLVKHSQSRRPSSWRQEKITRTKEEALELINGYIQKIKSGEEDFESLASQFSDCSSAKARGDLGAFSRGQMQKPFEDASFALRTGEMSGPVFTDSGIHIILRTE
TrxR1 inh = blocks rat thioredoxin reductase 1; O89049; recombinant rTrxR1, NADPH fluorescence consumption, selenite substrate; Potency, µM (highest dose often 114 µM), for inactives: at the highest dose activity change, negative = inhibition, hits mostly inhibitors; 390,000 tested, 1% active; AID 588453; note: potency is the fitted concentration of half-maximal effect; % is set by controls: 0 for no effect and ±100 for the full control effect; nearly all actives have a fitted effect of over 65% in size
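Rat TrxR1 (90 nM in the dispensed reagent) was pre-reduced with 400 uM NADPH for 5 min at room temperature, then incubated with compound for 15 min. After 400 uM selenite was added, NADPH fluorescence (Ex 340/Em 450 nm) was followed for 8 min.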
TRHR agonist = activates the human TRH receptor; 360,000 tested, 0.18% active; activation, % at 2 µM; P34981; TRHR cells, calcium flux fluo-8, FDSS agonist mode; in the data active = activation above about 30%; note: 0% is about no effect
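Read-out: compound-evoked intracellular calcium rise in TRHR cells, fluo-8 dye, kinetic FDSS fluorescence at 1 s/cycle following a 10-cycle baseline. Cells cultured overnight before dye loading (30 min–1.5 h, RT).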
TrxR1 substrate = is turned over as a substrate by rat TrxR1; O89049; purified TrxR1 substrate turnover, NADPH consumption readout; Potency, µM (doses to about 114 µM), without a hit: top-dose activity change, negative = substrate turnover; 390,000 tested, 0.01% active; AID 588456; note: potency is the fitted concentration of half-maximal effect; % is set by controls: 0 for no effect and ±100 for the full control effect; nearly all actives have a fitted effect of over 50% in size
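Rat TrxR1, dispensed at 90 nM, was prereduced with 400 uM NADPH (final) for 5 min at ~22 deg C, then incubated with compound 15 min before 400 uM selenite. A first-read NADPH fluorescence drop versus no-compound background flagged substrates.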
USP1 inh = USP1/UAF1 (human) deubiquitinase inhibition. O94782. recombinant USP1/UAF1, Ub-Rhodamine cleavage fluorescence. Potency, µM (series often up to 57.1 µM), for inactives: at the top dose activity change, negative = inhibition, hits mostly inhibitors. 390,000 tested, 0.23% active; note: potency is the fitted concentration of half-maximal effect; % is set by controls: 0 for no effect and ±100 for the full control effect; nearly all actives have a fitted effect of over 60% in size; inactives centre near -12
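1 nM enzyme complex + cpd, 15 min RT; start with Ub-Rho 150nM final; kinetic fluorescence ex 480/em 540, 6 reads q60 s. Buffer 50mM HEPES pH 7.8, 0.5mM EDTA, 0.1 mg/ml BSA, 1mM TCEP, 0.01% Tween-20.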
* marks the source's active call; other numbers are inactive results; u = inconclusive; x = not tested or not shown; [ ] = another dose, or the depositor's remark. Unless noted, calls come from the whole dose curve; as a rule, active = well fitted inhibition curve with a large enough effect; inconclusive = small, poorly fitted or top-dose-only effect; inactive = no such curve, though single readings can be large or run the other way.

Sequence of screens: D2 antag	D2 agonist	mIDH1 inhibitor	TRHR enhancer	Pin1 inhibitor	TrxR1 inh	TRHR agonist	TrxR1 substrate	USP1 inh
O=C(COc1ccc2c3c(c(=O)oc2c1)CCC3)Nc1ccc(CN2CCOCC2)cc1
 : 27	0.6	3%	33*	10%	u	0.2	-2%	-23%
O=C1OCc2ccc([N+](=O)[O-])cc21
 : x	x	0%	x	0%	17%	x	4%	-14%
Cc1cc2occ(CC(=O)N(CCC(C)C)c3c(N)n(Cc4ccccc4)c(=O)[nH]c3=O)c2cc1C
 : -1	-0.7	-3%	5	-1%	5%[57.1 µM]	-0.1	-12%[57.1 µM]	2%
Cc1ccc2c(c1)N(CC(=O)NC1CCCC1)C(=O)C(C)O2 (centres undefined)
 : 0	0.0	6%	-2	-5%	7%	0.1	2%	u
C#CCOCCOCCOCCNc1nc(N2CCN(C(=O)[C@H](CCC(=O)O)n3cc(C(N)CO)nn3)CC2)nc(N2CCN(C(=O)[C@H](CCCCN)n3cc(C(N)CC(C)C)nn3)CC2)n1 (some centres undefined)
 : -4	-0.9	x	-1	x	x	-1.0	x	x
O=C(NC1CCN(Cc2ccccc2)CC1)C1CCN(S(=O)(=O)c2ccccc2)CC1
 : -4	-0.1	-7%	5	0%	23%	0.4	3%	-9%
Cc1nc2nc(-c3ccco3)[nH]n2c(=O)c1Cc1ccccc1
 : 4	-3.0	2%	6	7%	3%[57.1 µM]	-2.2	19%[57.1 µM]	2%
Cc1nn(Cc2ccccc2)c(Cl)c1/C=C/C(=O)OCC(=O)NC(C)C(C)C (centres undefined)
 : -9	-0.8	-1%	-1	6%	16%[57.1 µM]	-1.2	-8%	2%
CCN(CC)P1(=O)OC(c2cc(OC)c(OC)c(OC)c2)=Nc2c1c(C)nn2-c1ccccc1 (centres undefined)
 : -3	-0.3	-2%	8	-11%	22%	-2.8	11%	-22%
Cc1ccc(NC(=O)CCC(=O)NNC(=O)c2ccco2)c(C)c1
 : -15	0.2	4%	14	0%	9%	0.4	5%[57.1 µM]	-2%
CC(=O)OCC(=O)Nc1c(C)cc(C)cc1C
 : -2	3.1	-12%	3	4%	-20%	0.4	-8%	-10%
Cc1csc(SCC(=O)Nc2cc(C(C)(C)C)nn2-c2ccccc2)n1
 : -2	-0.6	19%	-1	3%	17%	0.2	1%	-16%
CCC1(C)Cc2c(sc3[nH]c(=S)n(Cc4ccccc4)c(=O)c23)CO1 (centres undefined)
 : 4	0.6	0%	7	-6%	u	-0.3	-9%	-22%
O=C1N/C(=N\N=C\c2ccc3ncccc3c2)SC1Cc1ccc(SC(F)F)cc1 (centres undefined)
 : -13	1.2	-2%	6	u	-7%[57.1 µM]	1.0	-5%[57.1 µM]	-4%
Cc1ccccc1NC(=O)CC1(c2ccc(N(C)C)cc2)C(=O)c2ccccc2C1=O
 : 15	0.5	7%	0	13%	13%	1.5	6%	-20%
Cc1cccc(NC(=O)c2sc3nc4c(cc3c2N)CCCCCC4)c1C
 : x	-2.0	14%	-1	14%	120%[activator]	-1.1	112%[activator]	u
Cn1c(SCC(=O)NCc2ccc3c(c2)OCO3)nnc1C1COc2ccccc2O1 (centres undefined)
 : 16	0.2	-1%	-5	3%	7%[57.1 µM]	-0.5	11%[57.1 µM]	-6%
O=C(COC(=O)c1ccncc1)Nc1cccc2ccccc12
 : x	x	11%	x	11%	5%	x	2%	-18%
COc1ccc(CCNC(=O)CNC(=O)Cn2cnc3sc(C)c(C)c3c2=O)cc1OC
 : 6	-0.5	-18%	3	4%	38%	0.1	9%	-21%
Cn1c(CNS(=O)(=O)c2ccc(F)cc2)n[nH]c1=S
 : 7	0.0	-4%	5	1%	-14%[57.1 µM]	0.6	1%[57.1 µM]	-8%
Cc1ccc(NC(=O)CSc2nc(=O)n(CCN3CCOCC3)c3c2CCC3)cc1Cl
 : x	x	-6%	-4	-6%	20%[57.1 µM]	-0.6	0%[57.1 µM]	-20%
COCCN1CSC(=S)N(Cc2ccco2)C1
 : -7	0.4	2%	-10	u	u	-0.4	-5%	-25%
NC(=S)N/N=C/c1ccccc1OCc1cccc(Cl)c1
 : -6	-0.8	9%	-11	9%	-21%[57.1 µM]	-0.3	3%[57.1 µM]	-14%
O=C(CCCCn1c(=O)c2ccccc2n(CC(=O)NC2CCCC2)c1=O)NCc1ccco1
 : x	x	2%	6	-6%	12%[57.1 µM]	-1.3	-5%[57.1 µM]	-20%
CN(C)c1ccc(NC(=O)c2cccc(C(=O)Nc3ccc(N(C)C)cc3)n2)cc1
 : -8	-1.0	10%	21	8%	11%[57.1 µM]	-0.4	-7%	-22%
CCCCCOc1ccc(C(=O)NC(CCC)C(=O)O)cc1 (centres undefined)
 : -6	-0.2	0%	-1	8%	10%	0.0	0%	-26%
O=C(N/C(=C\c1ccccc1)C(=O)N1CCOCC1)c1ccccc1Cl
 : -18	0.5	8%	-5	-2%	12%	0.2	5%	-10%
COc1ccc2c(c1)CCc1c(C(=O)Nc3cnn(Cc4ccc(Cl)cc4Cl)c3)noc1-2
 : x	-0.8	3%	13	5%	1%	-2.4	4%	-11%
Cc1ccccc1NCN1C(=O)C2CCC(C)(C1=O)C2(C)C (centres undefined)
 : -3	-0.2	-4%	-3	-2%	22%	-0.6	-1%	-5%
COc1ccc(S(=O)(=O)N2Cc3ccccc3CC2C(=O)O)cc1 (centres undefined)
 : 2	-1.8	-3%	0	-25%	2%	0.2	0%	-27%

Further entries.
Sequence of screens: D2 antag	D2 agonist	mIDH1 inhibitor	TRHR enhancer	Pin1 inhibitor	TrxR1 inh	TRHR agonist	TrxR1 substrate	USP1 inh
Cc1ccc(-c2csc3nc4c5ccccc5c(NCCCN5CCOCC5)nn4c(=O)c23)cc1
 : 4	1.4	x	2	x	x	-0.1	x	x
Cc1cc(C)n(C(=O)COc2ccc(Cl)cc2Cl)n1
 : 19	-0.1	0%	1	1%	8%	-0.4	7%	12%
COc1ccc(C(=O)NC(=S)NNC(=O)[C@H]2C[C@@H]2c2ccccc2)cc1OC
 : -2	4.9	-3%	8	3%	-2%[11.4 µM]	1.2	5%[57.1 µM]	-8%
CCc1cc2c(=O)c(-c3ccc4c(c3)OCCO4)coc2cc1OC(=O)c1ccco1
 : 20	1.5	6%	-7	2%	24%	1.7	9%	-10%
CCC(=O)Nc1ccc2c(c1)ncn2-c1ccccc1
 : 1	0.6	0%	0	0%	8%	-0.1	6%	-23%
CCc1ccccc1NC(=O)c1ccc2c(SCC(=O)O)c3c(nc2c1)CCC3
 : x	-1.1	-7%	1	0%	1%	-2.1	-3%	-12%
COCCNS(=O)(=O)c1ccc(-c2ccc(S(=O)(=O)NCCOC)cc2)cc1
 : -10	-1.6	5%	4	-5%	25%	0.9	10%	-10%
Cc1nn(S(=O)(=O)c2ccc(Cl)cc2)c(C)c1Sc1ccc([N+](=O)[O-])cc1
 : -6	0.0	-1%	-2	1%	5%	0.0	-6%	5%
Cc1ccc(CNC(=O)CCCNS(=O)(=O)c2cccc3nonc23)cc1
 : 7	-0.1	5%	2	-1%	10%[57.1 µM]	-0.3	5%[57.1 µM]	-9%
CCCN1C(=O)C(Cc2nc3ccccc3c(=O)n2CC)c2cc(Br)ccc21 (centres undefined)
 : x	1.0	2%	-2	-6%	15%	-0.5	-3%	-20%
CCOC(=O)N1CCN(C(=O)C2CCC(CNS(=O)(=O)c3ccccc3)CC2)CC1 (centres undefined)
 : -31	-0.3	1%	1	2%	-2%	-0.2	-5%	-15%
COC(=O)c1c(C)[nH]c(O)c1C=Nc1ccc(C#N)cc1
 : 4	0.9	-7%	-4	18%	u	0.7	-8%	-14%
CCOC(=O)COc1ccccc1/C=N\NC(=O)c1cc2c(ccc3ccccc32)o1
 : 9	0.5	0%	15	27%	u	1.1	23%	-12%
O=C(NCCc1ccccc1)c1c[nH]c2ccc(S(=O)(=O)Nc3ccc(F)cc3F)cc2c1=O
 : x	-0.3	5%	5	47%[activator]	21%[57.1 µM]	0.3	0%[57.1 µM]	-18%
O=C(Nc1cccnc1)c1ccc(Cl)c(S(=O)(=O)N2CCc3ccccc32)c1
 : 11	0.6	-11%	10	5%	22%[57.1 µM]	0.1	9%[57.1 µM]	2%
O=C(Nc1ccc(OC(F)(F)F)cc1)C1CCCN(S(=O)(=O)c2ccc(Br)s2)C1 (centres undefined)
 : x	1.2	-12%	-3	2%	5%	2.5	-4%	-7%
Cc1nc2ccccc2n1S(=O)(=O)c1ccc(S(=O)(=O)N2CCCCCC2)cc1
 : 25	0.2	-4%	1	0%	17%	0.3	1%	5%
COc1ccc(NC(=S)NNC(=O)c2cccs2)cc1
 : -4	-1.1	1%	5	1%	-19%	0.1	-16%	1%
O=S(=O)(CCSc1nc2ccccc2o1)c1nc2ccccc2s1
 : -15	0.3	9%	-6	3%	1.1µM*	-0.4	3%[57.1 µM]	-25%

5 entries from above, with tabs.
compound	D2 antag	D2 agonist	mIDH1 inhibitor	TRHR enhancer	Pin1 inhibitor	TrxR1 inh	TRHR agonist	TrxR1 substrate	USP1 inh
Cc1nn(S(=O)(=O)c2ccc(Cl)cc2)c(C)c1Sc1ccc([N+](=O)[O-])cc1	-6	0.0	-1%	-2	1%	5%	0.0	-6%	5%
Cc1ccc(CNC(=O)CCCNS(=O)(=O)c2cccc3nonc23)cc1	7	-0.1	5%	2	-1%	10%[57.1 µM]	-0.3	5%[57.1 µM]	-9%
CCCN1C(=O)C(Cc2nc3ccccc3c(=O)n2CC)c2cc(Br)ccc21 (centres undefined)	x	1.0	2%	-2	-6%	15%	-0.5	-3%	-20%
CCOC(=O)N1CCN(C(=O)C2CCC(CNS(=O)(=O)c3ccccc3)CC2)CC1 (centres undefined)	-31	-0.3	1%	1	2%	-2%	-0.2	-5%	-15%
COC(=O)c1c(C)[nH]c(O)c1C=Nc1ccc(C#N)cc1	4	0.9	-7%	-4	18%	u	0.7	-8%	-14%

The list is partial; rates above refer to the full screens.
